Pf growth 48h = P. falciparum growth inhibition at 48 hours (one generation); P. falciparum luciferase growth in erythrocytes, 48 h; Potency, µM (highest dose often 28.7 µM), for inactives: at the top dose activity change, negative = inhibition, hits mostly inhibitors; hit rate 5.9% among 310,000; also: potency is read from the fitted curve at half-maximal effect; % is scaled to controls: 0 for no effect and ±100 for the full control effect
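Luminescence readout; reporter = integrated firefly luciferase in P. falciparum. RBC culture at 2% hematocrit, 0.1% parasitemia final, 37 C/5% CO2; decreased signal taken as growth inhibition.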
AmpC inh no detg = AmpC beta-lactamase inhibition without detergent; P00811; AmpC nitrocefin hydrolysis, absorbance 480 nm, 0.0001% Triton; Potency, µM (titrated, usually from 57.1 µM), for inactives: at the top dose activity change, negative = inhibition, hits mostly inhibitors; hit rate 0.52% among 330,000; AID 485341;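 also: potency is read from the fitted curve at half-maximal effect; plate controls were no compound for no effect and no enzyme for full effect; nearly all actives have a fitted effect of over 20% in size; some results filed as inactive show a strong effect at the top dose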
Target sequence (P00811 whole entry, looked up): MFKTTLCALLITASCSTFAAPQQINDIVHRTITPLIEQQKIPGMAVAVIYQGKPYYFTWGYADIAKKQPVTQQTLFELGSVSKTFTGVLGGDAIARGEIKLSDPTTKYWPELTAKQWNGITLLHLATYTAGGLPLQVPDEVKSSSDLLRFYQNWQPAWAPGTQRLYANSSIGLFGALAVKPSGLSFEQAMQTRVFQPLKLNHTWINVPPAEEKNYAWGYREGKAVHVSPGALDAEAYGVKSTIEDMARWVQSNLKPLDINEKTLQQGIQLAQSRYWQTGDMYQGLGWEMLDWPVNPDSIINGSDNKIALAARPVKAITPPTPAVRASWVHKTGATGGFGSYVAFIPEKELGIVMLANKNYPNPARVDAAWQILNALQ
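AmpC (5.3 nM in the dispensed reagent) in 20 mM phosphate pH 7.0 with 0.01% (detergent screen) or 0.0001% Triton X-100 was preincubated with compounds for 15 min at room temperature. Nitrocefin was then added from an 800 uM solution, and hydrolysis was followed at 480 nm.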
Shiga inhibitor = blocks Shiga toxin action in Vero cells | Vero cells, Shiga toxin protein synthesis inhibition reporter | inhibition, % at 38.7 µM | hit rate 9.2% among 290,000 | AID 2315; in the data active = inhibition mostly above about 28%, no sharp cut-off; inactive = mostly below about 43%; also: 0% is about no effect
Pf growth 96h = P. falciparum growth inhibition at 96 hours; AID 504834; P. falciparum luciferase reporter growth, 96 h; hit rate 6.9% among 320,000; Potency, µM (doses to about 28.7 µM), for the others: at the top dose activity change, negative = inhibition, usual class: inhibitors; also: potency is read from the fitted curve at half-maximal effect; % is scaled to controls: 0 for no effect and ±100 for the full control effect
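Erythrocytes infected with luciferase-expressing P. falciparum were dispensed at 2% hematocrit and 0.05% parasitemia (final), then incubated with compounds 96 hours at 37 C in 5% CO2. Luminescence after detection reagent addition reported growth.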
CHX counter = counter-screen for Shiga toxin inhibitors: cycloheximide protein synthesis inhibition. cell reporter, cycloheximide protein synthesis inhibition counterscreen. max response, %. hit rate 12% among 300,000. AID 2314; in the data active = max response mostly above about 13%, no sharp cut-off; inactive = mostly below about 14%; also: read at 38.3 µM for the half of the compounds with a filed dose; 0% is about no effect
TbPYK inhibitor = T. brucei pyruvate kinase inhibition | TbPYK enzyme, Kinase-Glo Plus ATP luminescence, 45 min | hit rate 0.12% among 410,000 | AID 624173 | Potency, µM (top dose mostly 76.8 µM), for inactives: top-dose activity, negative = inhibition, hits mostly inhibitors | Q57TT1; also: potency is read from the fitted curve at half-maximal effect; % is scaled to controls: 0 for no effect and ±100 for the full control effect; nearly all actives have a fitted effect of over 50% in size
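Luminescence from Kinase-Glo Plus, added after a 45-minute room-temperature reaction, served as the end-point read-out. The enzyme and substrate were preincubated with compound before ADP (130 uM final) initiated turnover. Concentration-effect curves came from normalized qHTS data.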
LmPK inh = LmPK (Leishmania mexicana) enzyme inhibition; hit rate 0.37% among 290,000; purified LmPK, Kinase-Glo ATP luminescence, 1 h; Potency, µM (series often up to 57.5 µM), without a hit: at the highest dose activity change, negative = inhibition, usual class: inhibitors; AID 1721; Q27686; also: potency is read from the fitted curve at half-maximal effect; % is scaled to controls: 0 for no effect and ±100 for the full control effect
Target sequence (Q27686 whole entry, looked up): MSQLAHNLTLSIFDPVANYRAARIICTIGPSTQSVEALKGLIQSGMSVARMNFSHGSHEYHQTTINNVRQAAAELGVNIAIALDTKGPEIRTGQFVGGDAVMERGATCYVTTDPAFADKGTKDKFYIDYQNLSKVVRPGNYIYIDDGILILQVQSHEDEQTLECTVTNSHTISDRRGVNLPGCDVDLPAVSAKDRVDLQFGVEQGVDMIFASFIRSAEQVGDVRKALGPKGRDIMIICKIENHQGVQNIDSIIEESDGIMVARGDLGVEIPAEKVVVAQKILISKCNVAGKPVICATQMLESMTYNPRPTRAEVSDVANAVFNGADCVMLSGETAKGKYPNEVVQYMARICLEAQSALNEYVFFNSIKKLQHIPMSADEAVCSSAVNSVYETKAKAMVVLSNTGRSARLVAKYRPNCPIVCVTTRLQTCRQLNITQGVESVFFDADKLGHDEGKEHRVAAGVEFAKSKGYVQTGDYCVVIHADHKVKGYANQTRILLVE
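0.1 nM LmPK, 0.5 mM PEP, 0.1 mM ADP; 50 mM imidazole pH 7.2, 7 mM MgCl2, 50 mM KCl; 1 h RT. Kinase-Glo luminescence readout, normalized to no-enzyme (full inhibition) and uninhibited wells.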
Numbers without * were called inactive; i = inactive; u = inconclusive; x = no result given; & = joins results of further samples; ! = a repeat was not active; [ ] = remark or other dose. Unless noted, calls follow the shape of the dose curve; as a rule, active = well fitted curve in the direction sought with a large enough effect; inconclusive = small, poorly fitted or top-dose-only effect, or another doubt; inactive = no such curve, though single readings can be large; an effect the other way counts as inactive or inconclusive.

Letter code – A = Pf growth 48h; B = AmpC inh no detg; C = Shiga inhibitor; D = Pf growth 96h; E = CHX counter; F = TbPYK inhibitor; G = LmPK inh
COC(=O)c1ccc(NC(=O)c2cc3c(CO)cnc(C)c3oc2=Nc2cccc(C(N)=O)c2)cc1
  A: 10%	B: 5%	C: -2	D: 1%	E: -4	F: -7%	G: 2%
CCOC(=O)N1CCN(C(=O)CN2C(=O)NC(C)(c3ccc4ccccc4c3)C2=O)CC1 (centres undefined)
  A: 12µM*	B: 130%[activator]	C: x	D: u	E: x	F: -4%	G: x
COc1ccc(OC)c(NC(=O)CSc2nnc(CNc3ccc(C)cc3C)o2)c1
  A: 0%	B: 6%	C: -7	D: -9%	E: 8	F: 3%	G: 2%
O=c1[nH]c(Cc2ccccn2)nc2scc(-c3ccccc3Cl)c12
  A: u	B: -25%	C: -2	D: u	E: -3	F: -15%	G: 0%
CCc1cccc(NC(=O)CCCCCC2NC(=O)NC2C)c1 (centres undefined)
  A: -5%	B: 4%	C: -6	D: u	E: -2	F: 2%	G: 9%
CC(C)C(NC(=O)CSCc1ccc([N+](=O)[O-])cc1)C(C)C
  A: u	B: -4%	C: -7	D: 19%	E: 1	F: 17%	G: -2%
Cc1cccc(C)c1OCCCCN1CCNCC1
  A: u	B: -3%	C: -15	D: 25%	E: -1	F: 13%	G: 2%
CC(C)C(=O)Nc1nnc(S(=O)(=O)N(C)c2ccc(Cl)cc2)s1
  A: 14%	B: -11%	C: 2	D: 2.9µM*	E: -1	F: -2%	G: -2%
CCOC(=O)N1CCN(C(=O)CCCN2C(=O)CSc3nc(C)cc(C)c32)CC1
  A: 1%	B: 12%	C: 19	D: -18%	E: -2	F: 1%	G: -3%
O=C(Nc1nc2ccccc2[nH]1)c1ccccc1O
  A: -10%[0.00184 µM]	B: -10%	C: 97*	D: 3%	E: 37*	F: 4%	G: -12%
CC(=O)c1c(C)[nH]c(C(=O)CSc2nnc(C)s2)c1C
  A: 108%[activator]	B: -14%	C: 92*	D: 16%	E: 44*	F: -1%	G: -6%
COc1ccc(N(C)C(=O)c2oc(=O)c3ccccc3c2-c2ccccc2)c(OC)c1
  A: u	B: 31%	C: 6	D: u	E: -2	F: -16%	G: 1%
CCOc1ccc(C2/C(=C(/O)c3ccc(S(=O)(=O)N4CCCCC4)cc3)C(=O)C(=O)N2CCCOC)cc1OC (centres undefined)
  A: u	B: -20%	C: -11	D: 3.7µM*	E: -2	F: 2%	G: 12%
Cc1nc2ccc(N=NN(C)C)cc2[nH]1
  A: 27%	B: -10%	C: 24	D: 28%	E: -2	F: u	G: u
COc1ccccc1CCNC(C)CCc1ccc(O)cc1 (centres undefined)
  A: -3%	B: -9%	C: -4	D: 3%	E: -2	F: -2%	G: -1%
COc1ccc(-c2c(C#N)c(N)nc3c2CCCCCC3)cc1OC
  A: x	B: -9%	C: -6	D: -20%	E: 11	F: 6%	G: -1%
COc1ccccc1NC(C)C(=O)N/N=C/c1ccccc1OCc1cccc(Br)c1 (centres undefined)
  A: -5%	B: -7%	C: 30	D: 54%[activator]	E: 5	F: 5%	G: 5%
Cc1nc2c(ccc3nc(NC(=O)Cc4cccc5ccccc45)sc32)s1
  A: u	B: -35%	C: -7	D: u	E: -4	F: -4%	G: 2%
CCCN(CCC)S(=O)(=O)c1ccc(C(=O)NNc2nc(-c3ccccc3)c3cc(Br)ccc3n2)cc1
  A: 10%	B: -38%	C: -8	D: 6%	E: 4	F: 1%	G: 4%
COC(=O)c1ccc(Nc2cc(C)nc3ccc(C)cc23)cc1
  A: u	B: -13%	C: -22	D: u	E: -5	F: 2%	G: 7%
N/C(=N\OC(=O)CCC1CCCC1)c1ccccc1
  A: 39%[activator]	B: -16%	C: 59	D: -35%[1.15 µM]	E: 20*	F: -2%	G: u
O=C1C(Cc2ccccc2)NC(=S)N1Cc1ccccc1 (centres undefined)
  A: 22%	B: -31%	C: -5	D: -26%	E: 1	F: -8%	G: -4%
O=C(Nc1ccc(F)cc1)OCCN1CCN(Cc2ccccc2)CCC1=O
  A: -3%	B: 25%	C: 22	D: -4%	E: 11*!	F: 2%	G: -5%
CCCS(=O)(=O)C(=C(Nc1ccc(OC)cc1)Nc1ccc(OC)cc1)S(=O)(=O)CCC
  A: x	B: -2%	C: -15	D: 88%[activator]	E: -5	F: 2%	G: -7%
COc1cc(C(=O)NCCc2ccc(S(=O)(=O)N3CCCC3)cc2)cc(OC)c1OC
  A: u	B: -20%	C: 19	D: 41%[activator]	E: 1	F: -3%	G: -5%
CCOC1(OCC)C(c2ccc(N)cc2)C(C#N)(C#N)C1(OCC)OCC (centres undefined)
  A: u	B: -24%	C: -21	D: u	E: 3	F: 0%	G: 0%
CSc1cccc(NC(=O)CN2C(=O)c3ccccc3S2(=O)=O)c1
  A: x	B: -24%	C: 25	D: 9%	E: 11	F: -5%	G: 6%
CC(C)(C)Nc1nc2cc([N+](=O)[O-])ccc2o1
  A: 33%[activator]	B: -19%	C: 48*	D: 32%[activator]	E: 17*	F: 7%	G: 0%
Cc1ccc(/C=C/S(=O)(=O)NCc2ccc(F)cc2)cc1
  A: 10µM*	B: -23%	C: 6	D: u	E: 13	F: -1%	G: 5%
Cc1occc1-c1nnc(SCC(=O)N2CCN(c3ccc(F)cc3)CC2)n1C
  A: -10%	B: 22%	C: -17	D: u	E: -3	F: 2%	G: -1%

Part of the list above in order of heavy-atom count, low to high.
Letter code – A = Pf growth 48h; B = AmpC inh no detg; C = Shiga inhibitor; D = Pf growth 96h; E = CHX counter; F = TbPYK inhibitor; G = LmPK inh
O=C1C(Cc2ccccc2)NC(=S)N1Cc1ccccc1 (centres undefined)
  A: 22%	B: -31%	C: -5	D: -26%	E: 1	F: -8%	G: -4%
COC(=O)c1ccc(Nc2cc(C)nc3ccc(C)cc23)cc1
  A: u	B: -13%	C: -22	D: u	E: -5	F: 2%	G: 7%
CSc1cccc(NC(=O)CN2C(=O)c3ccccc3S2(=O)=O)c1
  A: x	B: -24%	C: 25	D: 9%	E: 11	F: -5%	G: 6%
COc1ccc(-c2c(C#N)c(N)nc3c2CCCCCC3)cc1OC
  A: x	B: -9%	C: -6	D: -20%	E: 11	F: 6%	G: -1%
COc1ccccc1NC(C)C(=O)N/N=C/c1ccccc1OCc1cccc(Br)c1 (centres undefined)
  A: -5%	B: -7%	C: 30	D: 54%[activator]	E: 5	F: 5%	G: 5%
CCCS(=O)(=O)C(=C(Nc1ccc(OC)cc1)Nc1ccc(OC)cc1)S(=O)(=O)CCC
  A: x	B: -2%	C: -15	D: 88%[activator]	E: -5	F: 2%	G: -7%
CCCN(CCC)S(=O)(=O)c1ccc(C(=O)NNc2nc(-c3ccccc3)c3cc(Br)ccc3n2)cc1
  A: 10%	B: -38%	C: -8	D: 6%	E: 4	F: 1%	G: 4%

Other entries.
Letter code – A = Pf growth 48h; B = AmpC inh no detg; C = Shiga inhibitor; D = Pf growth 96h; E = CHX counter; F = TbPYK inhibitor; G = LmPK inh
CCC(C(=O)NC1CC1)n1nc(C)c2c(C)n(-c3ccc(C)cc3)nc2c1=O (centres undefined)
  A: -1%	B: 3%	C: -7	D: u	E: -1	F: 0%	G: -3%
Cc1cc(C)cc(N(CC(=O)NC(C)(C)C)C(=O)CNC(=O)c2cccs2)c1
  A: u	B: 20%	C: -13	D: i	E: -2	F: 4%	G: 1%
Cc1ccc(/C=C/C(=O)Nc2ccc(Oc3ccccc3)cc2)o1
  A: 5%	B: -56%	C: 54	D: u	E: 26*	F: u	G: -9%
Cc1nc(N2CCN(S(=O)(=O)c3ccccc3C#N)CC2)c2c(-c3ccccc3)csc2n1
  A: 10µM*	B: 28%	C: x	D: u	E: x	F: -1%	G: x
O=C(N/N=C/c1cc(Br)ccc1O)C(=O)Nc1ccccc1OC(F)(F)C(F)F
  A: u	B: -40%	C: -21	D: 2.9µM*	E: -1	F: -10%	G: 4%
CCN1CCN(S(=O)(=O)c2ccc(F)c(C(=O)Nc3c(F)cc(F)cc3Br)c2)CC1
  A: 2%	B: -2%	C: 6	D: -5%	E: -3	F: -5%	G: -1%
CCOC(=O)C1=C(C)c2ccccc2N(S(=O)(=O)C(F)(F)F)C1C(=O)OCC (centres undefined)
  A: x	B: 28%	C: i	D: x	E: 7	F: -3%	G: x
COc1ccccc1/C=C/C1C(C(=O)OCC(C)C)=C(C)N=C2SCCC(=O)N21 (centres undefined)
  A: u	B: 6%	C: 30	D: u	E: 6	F: -3%	G: 0%
C/C(=N\N1CCN(C)CC1)c1c(O)[nH]c(=O)[nH]c1=O
  A: 6%	B: -3%	C: 8	D: -1%	E: 4	F: 1%	G: 1%
O=C(CC1C(=O)NCCN1C(=O)c1ccc([N+](=O)[O-])cc1)Nc1ccc(F)cc1 (centres undefined)
  A: -14%	B: 8%	C: -5	D: 7%	E: 2	F: 2%	G: 0%
O=C(CSc1ccc(-c2ccccn2)nn1)Nc1ccc(F)cc1F
  A: 17%	B: 10%	C: -7	D: u	E: -2	F: 2%&2%	G: -1%
COC(=O)Cn1nnc2c(cnn2-c2ccccc2)c1=O
  A: 20%	B: -10%	C: 53	D: 64%[activator]	E: 25*	F: 10%	G: -5%
CC(=O)Nc1ccc(S(=O)(=O)N2CCC(C(=O)NCCC(=O)Nc3ccccc3)CC2)cc1
  A: -2%	B: 8%	C: -3	D: -24%	E: -1	F: -8%	G: 1%
N#Cc1cccc(NC(=O)CN2CCCCCC2)c1
  A: -1%	B: -8%	C: 2	D: 16%	E: 4	F: -2%	G: -4%
CCCN1CCN(C(=O)c2oc3c(Cl)cccc3c2C)CC1
  A: 22%	B: 80%[activator]	C: -4	D: 34%[activator]	E: -2	F: -22%	G: 5%
COc1ccc(C(=O)NC2CCN(C(=O)Nc3ccccc3Cl)CC2)cc1
  A: u	B: 18%	C: 20	D: 13%	E: 8	F: 9%	G: -1%
CCOC(=O)C1=C(c2ccccc2)NC(SCC(=O)Nc2ccccc2C)=C(C#N)C1c1ccco1 (centres undefined)
  A: 8.3µM*	B: -42%	C: -6	D: 27%	E: 4	F: 8%	G: 3%
C=CCNC(=O)C(=O)c1c(-c2ccccc2)[nH]c2ccccc12
  A: 13%	B: -10%	C: -9	D: u	E: -2	F: -5%	G: -3%
COc1ccc(C2(C#N)CCC(=O)N2c2ccccc2)cc1 (centres undefined)
  A: 2%	B: 5%	C: -2	D: -7%	E: -4	F: 5%	G: 2%
Cc1ccc(C(C)C)c(OCC(=O)N2CCN(CC(=O)N3CCOCC3)CC2)c1
  A: -2%	B: 64%[activator]	C: x	D: u	E: x	F: 0%	G: x
Cc1ccc(CN(C(=O)c2ccccc2[N+](=O)[O-])C2CCS(=O)(=O)C2)o1 (centres undefined)
  A: 13%	B: -1%	C: -6	D: 48%[activator]	E: -3	F: 2%	G: -1%
COc1ccc(N2C(=O)CC(C)(C)CC2=O)cc1OC
  A: 7%	B: 19%	C: -7	D: 5%	E: 3	F: -2%	G: -4%
Cn1c(/C(C#N)=C(\O)c2cccc(F)c2)nc2ccccc21
  A: 66%[activator]	B: -2%	C: -9	D: 81%[activator]	E: 2	F: 4%	G: 1%

Bioassay records (PubChem)

Compounds as they come. Share with any hit: about 22%.
